PLC-beta3 inh: PLC-beta3 (human) inhibition, primary screen; Purified PLC-beta3, fluorogenic substrate, fluorescence; inhibition, % at 12.2 µM; hit rate 0.18% among 370,000; AID 720704; in the data active = inhibition above about 11%;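 note: 0% = median of compound wells on plate and 100% = full blocker control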
Tn6 DDE FP: inhibitors of Tn6 peptide binding to human fibrin DD(E); P02675; Fibrin DD(E) TRITC-Tn6 fluorescence polarization displacement; inhibition, % at 8.3 µM; hit rate 0.21% among 370,000; AID 720509;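 active = inhibition above a per-campaign cutoff: mean of compounds within control limits plus 3 SD, cut at about 15% in these data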;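 note: 0% = median of all compound wells on the plate and 100% = blocking peptide control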
ADAM10 inh: ADAM10 inhibition, QFRET primary screen. O14672. recombinant ADAM10, EDANS/DABCYL FRET peptide cleavage, 3 h. inhibition, % at 7 µM. hit rate 0.62% among 370,000. AID 720582;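 active = inhibition above a per-campaign cutoff equal to the mean of compounds falling between control-based bounds plus 3 SD, cut at about 20% in these data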;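 note: 0% = DMSO wells while the 100% control is not disclosed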
SIAE primary: inhibitors of human sialic acid acetylesterase SIAE; inhibition, % at 9.66 µM; AID 1053197; hit rate 0.69% among 370,000; SIAE FP-Rh probe binding, fluorescence polarization;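 active = inhibition above a cutoff: mean of compounds within the control limits plus 3 SD of those, cut at about 17% in these data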;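 note: 0% = plate median of compound wells and 100% = probe without SIAE protein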
ASAP1 inh: ASAP1 ArfGAP inhibition; inhibition, % at 16.5 µM; ASAP1-stimulated ARF1 GTP hydrolysis, GDP FP detection; Q9ULH1; hit rate 0.19% among 360,000; in the data active = inhibition above about 25%;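 note: 0% = vehicle with enzyme and substrate and 100% = no enzyme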
TDP2 absorb: TDP2 (human) inhibition, absorbance primary screen; O95551; recombinant TDP2, T5PNP hydrolysis, p-nitrophenol absorbance 415 nm; inhibition, % at 12.8 µM; hit rate 0.34% among 370,000; AID 720702;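 active = inhibition above the mean of all tested compounds plus 3 SD, set per campaign, cut at about 25% in these data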;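 note: 0% = DMSO with enzyme and 100% = buffer with substrate but no TDP2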
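Test system: Human TDP2 enzyme | Reagent: 5 mM T5PNP | Compound dosing: 12.8 µM single point, 1% DMSO | Incubation: Enzyme reaction with compound for 2 h at 37 °C | Technique: p-Nitrophenol epi absorbance | Read-out: % inhibition relative to enzyme-containing and enzyme-free wells | Benchmarks: High control without enzyme, low control DMSO plus TDP2 | Replicates: Singlicate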
Tn7 DDE FP: DD(E)-Tn7 binding inhibition, primary FP screen. AID 720508. P02675. FP displacement of FITC-Tn7 peptide from fibrin DD(E); 0% = median of compound wells per plate. hit rate 0.13% among 370,000. inhibition, % at 8.3 µM;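 active = inhibition above the mean of compounds falling within the control limits plus 3 SD of them, cut at about 14% in these data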;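 note: 0% = plate median of compound wells and 100% = 10 µM Aha-Tn7 peptide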
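Assay system: human fibrin DD(E) protein / Input: 2 µM fibrin DD(E) / Benchmarks: high control of 10 µM Aha-Tn7 peptide / Measured by: fluorescence polarization of the labelled Tn7 tracer / Medium: Tris buffer with calcium and detergent, pH 7.8 / Timing: 10 min compound pre-incubation, 3 h probe incubation at room temperature / Repeats: one replicate per compound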
ADAM17 inh: inhibitors of human ADAM17; hit rate 0.83% among 370,000; inhibition, % at 6.95 µM; P78536; recombinant ADAM17, EDANS/DABCYL FRET peptide cleavage;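 active = inhibition above the mean of compounds lying between control limits plus 3 SD, set per campaign, cut at about 8.5% in these data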;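 note: 0% = DMSO-only wells as the low control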
PLCg1 inh: blocks human PLC-gamma1 enzyme activity; inhibition, % at 12.2 µM; hit rate 0.84% among 370,000; purified PLC-gamma1, fluorogenic substrate, fluorescence; P19174; AID 720700; in the data active = inhibition above about 9.5%
Target sequence (P19174 whole entry, looked up): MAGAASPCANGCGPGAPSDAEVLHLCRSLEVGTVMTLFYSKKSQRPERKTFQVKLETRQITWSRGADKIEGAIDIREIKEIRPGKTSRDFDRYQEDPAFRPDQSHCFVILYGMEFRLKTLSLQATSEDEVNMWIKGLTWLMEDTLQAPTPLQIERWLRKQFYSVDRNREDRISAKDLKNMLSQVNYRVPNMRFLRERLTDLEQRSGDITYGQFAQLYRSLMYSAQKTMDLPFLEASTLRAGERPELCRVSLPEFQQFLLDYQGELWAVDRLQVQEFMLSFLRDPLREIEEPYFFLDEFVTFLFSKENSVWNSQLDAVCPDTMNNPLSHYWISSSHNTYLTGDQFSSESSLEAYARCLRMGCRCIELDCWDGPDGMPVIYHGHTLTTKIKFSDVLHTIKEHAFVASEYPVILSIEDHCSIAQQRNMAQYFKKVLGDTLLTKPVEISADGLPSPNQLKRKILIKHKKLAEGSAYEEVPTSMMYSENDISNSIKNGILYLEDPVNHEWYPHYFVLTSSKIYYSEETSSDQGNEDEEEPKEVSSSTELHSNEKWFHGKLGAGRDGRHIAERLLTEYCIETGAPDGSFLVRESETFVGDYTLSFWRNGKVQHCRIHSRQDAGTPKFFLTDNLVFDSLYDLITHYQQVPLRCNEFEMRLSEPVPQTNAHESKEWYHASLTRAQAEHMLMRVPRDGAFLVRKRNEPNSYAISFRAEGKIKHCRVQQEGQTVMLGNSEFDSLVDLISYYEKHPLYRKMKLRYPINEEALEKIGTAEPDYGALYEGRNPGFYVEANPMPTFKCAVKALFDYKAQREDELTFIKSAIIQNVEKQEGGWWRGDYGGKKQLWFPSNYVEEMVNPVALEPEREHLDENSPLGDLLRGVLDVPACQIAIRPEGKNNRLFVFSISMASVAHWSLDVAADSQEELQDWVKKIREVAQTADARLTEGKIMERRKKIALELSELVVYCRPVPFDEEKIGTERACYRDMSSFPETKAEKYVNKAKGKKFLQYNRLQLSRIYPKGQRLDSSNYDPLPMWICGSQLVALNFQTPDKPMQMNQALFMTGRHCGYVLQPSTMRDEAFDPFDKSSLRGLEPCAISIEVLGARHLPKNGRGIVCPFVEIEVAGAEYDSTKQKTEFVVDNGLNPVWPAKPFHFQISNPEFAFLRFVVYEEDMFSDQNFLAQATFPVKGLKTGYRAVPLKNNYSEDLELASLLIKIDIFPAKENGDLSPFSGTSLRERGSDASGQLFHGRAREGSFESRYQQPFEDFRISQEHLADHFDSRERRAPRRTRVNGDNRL
ARFGAP1 inh: inhibitors of rat ARFGAP1; Arfgap1-stimulated ARF1 GTP hydrolysis, GDP FP detection; inhibition, % at 16.5 µM; hit rate 0.26% among 360,000;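 active = inhibition above a per-plate limit, mean inhibition of low control wells plus 3 SD, cut at about 25% in these data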;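 note: 0% = DMSO wells with enzyme and 100% = wells lacking Arfgap1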
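System: truncated rat Arfgap1 GAP domain / Benchmarks: high control wells lacking Arfgap1, low control full reaction with DMSO / Times: compound-enzyme preincubation 20 min, reaction 120 min, detection 60 min, 25 °C / Repeats: one replicate per compound / Also added: human ARF1(Δ1-17)-GTP substrate / Measured by: Tracer-displacement fluorescence polarization with EDTA stop, 620/688 nm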
* marks the source's active call; other numbers are inactive results; / = not tested or not shown.

SMILES	PLC-beta3 inh	Tn6 DDE FP	ADAM10 inh	SIAE primary	ASAP1 inh	TDP2 absorb	Tn7 DDE FP	ADAM17 inh	PLCg1 inh	ARFGAP1 inh
Cc1ccc(Cn2cc(/C=C/C(=O)O)c(-c3ccccc3)n2)cc1	-2	0	7	0	-9	-4	5	-4	-3	-7
O=C1N[C@@H](Cc2ccccc2)C(=O)N1CCN1CCOCC1	0	3	-8	0	-8	-1	-10	-1	0	7
CC1=Nc2cc([N+](=O)[O-])ccc2NC(C)(C)C1	-7	-3	1	3	6	-7	-9	1	0	4
CC(C)OCCCNC(=O)c1cn(C)c2ccc(S(=O)(=O)N3CCCC3)cc2c1=O	-6	4	-4	1	-5	-4	3	-2	2	-20
CC(C)[C@H](NC(=O)C1CCN(S(=O)(=O)c2ccc(F)cc2)CC1)C(=O)N1CCCCCC1	-5	-3	1	1	6	0	5	0	-2	-1
CCCCN(C(=O)CCNC(=O)NC12CC3CC(CC(C3)C1)C2)c1c(N)n(CCC)c(=O)[nH]c1=O	2	-12	-13	5	12	-6	-3	-5	-1	-6
O=C(Nc1ccc(Cl)cc1)Nc1cnccn1	5	3	-3	-7	9	-10	8	-6	6	0
COc1ccc(CCC(=O)Nc2cc([N+](=O)[O-])ccc2OC)cc1	3	-2	6	1	-6	4	-7	0	2	11
Cc1ccc(C2(C)NC(=O)N(CC(=O)Nc3c(C)n(C)n(-c4ccccc4)c3=O)C2=O)cc1 (stereo not drawn)	2	1	-8	11	-4	1	1	-3	-3	12
COc1ccc(/C=C(/NC(=O)c2ccccc2Cl)C(=O)O)cc1	0	-3	3	4	1	11	-5	1	1	0
CCN(C(=O)COC(=O)CNC(=O)c1ccc2ccccc2c1)C1CCS(=O)(=O)C1 (stereo not drawn)	-2	-6	-5	5	-5	0	0	-2	1	8
NC(=O)Cn1cnc2c(nnn2-c2cccc(Cl)c2)c1=O	-3	5	7	-1	-13	2	-4	-2	5	-2
N#CC(C(=O)O)=C1CCCC1	-2	3	3	5	5	3	2	-2	2	-3
COc1cc(OC)cc(C(=O)N[C@H](C(=O)NNC(=O)c2ccc(Br)cc2)C(C)C)c1	0	1	-16	-3	14	-10	-4	1	2	7
Cc1cc(C(=O)O)ccc1NCc1ccncc1	-8	8	-9	-2	0	-7	-7	-5	1	4
O=c1c2[nH]c3ccc(Br)cc3c2ncn1CCCn1ccnc1	1	3	-5	3	-5	0	-3	-6	1	-2
CCCCN(CCCC)Cc1cc(=O)oc2cc(C)cc(C)c12	0	5	-10	-2	6	-12	-4	3	5	-6
COc1cc(/C=N/N2C(=O)c3ccccc3C2=O)ccc1O	0	-2	3	-1	25	-7	1	-1	0	-12
Cc1ccc([C@H]2C[C@H](O)[C@@H](n3cc(COC(=O)c4ccccc4)nn3)CN2Cc2cccs2)cc1	4	8	7	-2	-3	-8	-1	8	1	0
COc1ccc(C(=O)c2ccc(N3CCOCC3)c([N+](=O)[O-])c2)cc1	5	-3	-1	-7	8	-15	-4	-6	8	11
COC(=O)c1ccccc1NC(=O)CNc1cc(Cl)ccc1N1CCOCC1	0	-4	-13	5	1	3	3	-6	0	0
OC(c1ccccc1)(c1ccccc1)C1CCN(CCCNc2ccccc2F)CC1	3	-2	0	4	/	-2	2	-1	2	/
COC(=O)C[N+](C)(C)C/C=C\c1ccccc1	0	-3	5	-2	-3	2	-5	-2	3	8
C=CCN(C(=O)CNC(=O)c1ccco1)C(C(=O)NC1CCCCC1)c1ccccc1F (stereo not drawn)	6	1	2	2	0	-2	-4	-1	0	14
CNC(C)C(=O)NC(C(=O)N1CCCC1C(=O)Nc1ccc2ncccc2c1)C(C)C (stereo not drawn)	0	2	-12	2	-4	2	-1	-3	-2	-2

Pulled by structure from the list above, 4 records:
SMILES	PLC-beta3 inh	Tn6 DDE FP	ADAM10 inh	SIAE primary	ASAP1 inh	TDP2 absorb	Tn7 DDE FP	ADAM17 inh	PLCg1 inh	ARFGAP1 inh
COc1ccc(CCC(=O)Nc2cc([N+](=O)[O-])ccc2OC)cc1	3	-2	6	1	-6	4	-7	0	2	11
C=CCN(C(=O)CNC(=O)c1ccco1)C(C(=O)NC1CCCCC1)c1ccccc1F (stereo not drawn)	6	1	2	2	0	-2	-4	-1	0	14
COc1cc(/C=N/N2C(=O)c3ccccc3C2=O)ccc1O	0	-2	3	-1	25	-7	1	-1	0	-12
OC(c1ccccc1)(c1ccccc1)C1CCN(CCCNc2ccccc2F)CC1	3	-2	0	4	/	-2	2	-1	2	/

More results follow:
SMILES	PLC-beta3 inh	Tn6 DDE FP	ADAM10 inh	SIAE primary	ASAP1 inh	TDP2 absorb	Tn7 DDE FP	ADAM17 inh	PLCg1 inh	ARFGAP1 inh
COc1ccc(CNC(=O)C(c2cccc(C)c2)N(C(=O)c2csnn2)C2CC2)cc1 (stereo not drawn)	1	-1	-6	-2	6	-7	-5	0	0	1
CCc1ccc(-n2c(SCc3cc(=O)n4cc(Br)ccc4n3)nc3[nH]ncc3c2=O)cc1	-8	2	-14	3	2	12	0	0	-1	-9
Cc1ccc(C)c(NC(=O)CSc2nc(=O)n(CCN3CCOCC3)c3c2CCCC3)c1	3	4	-5	3	-7	0	0	1	0	-3
Cc1cc(NC(=O)Cc2cn3ccsc3n2)n(-c2ccccc2)n1	-1	1	-1	1	-9	11	6	-7	0	1
COc1ccc(Nc2nc(Nc3ccc(OC)cc3)nc(-n3[nH]c(=O)c(C)c3C)n2)cc1	-1	-6	2	7	-7	2	-9	-3	3	7
COC(=O)c1ccccc1NC(=O)C(C)c1ccc([N+](=O)[O-])cc1 (stereo not drawn)	2	2	0	4	0	3	7	1	0	-11
Nc1cc(=O)[nH]c(=S)n1-c1cccc(C(F)(F)F)c1	-6	-1	-4	2	-11	6	6	-4	1	3
CC(C)C[C@@H](CSc1ccc(Br)cc1)N1CCN(C)CCC1=O	-2	-15	-2	3	13	-2	-4	-6	1	11
CCC(C)(C)NC(=O)/C=C/c1cnc2ccccc2n1	-2	-1	-3	-1	13	-12	6	-6	-3	-3
Cc1cccn2c(=O)c(C(=O)NC3CC(C)CC(C)(C)C3)c(O)nc12 (stereo not drawn)	-3	6	-3	-8	0	0	-4	-4	-3	7
CN(C)C(=O)CCc1ccc2c3c([nH]c2c1)[C@]1(CCC2CCCC2)[C@@H](C(=O)N2CCOCC2)C[C@H](CC(=O)NCCCn2ccnc2)C(=O)N1CC3	0	-3	-10	3	8	-1	-3	4	2	2
COc1ccccc1N1CCN(C(=O)COc2ccc(C)cc2Br)CC1	4	-11	16	8	-12	0	0	6	6	1
O=C(CCC(=O)Nc1ccccc1Cl)NNC(=O)COc1ccc([N+](=O)[O-])cc1	-5	3	-5	-8	6	-4	-1	-3	-6	-4
Cc1ccc(-c2cn(-c3ccccc3F)c(=S)[nH]2)cc1	-5	1	6	3	10	-7	-9	5	4	3
COc1ccc(CCNC(=O)c2c(C)nn(-c3ccccc3)c2Cl)cc1	-6	7	0	-5	7	-6	2	2	-1	-3
O=C(NN=C1CCC(=NNC(=O)c2cccnc2)CC1)c1cccnc1	-5	5	1	20*	-2	1	-6	-3	0	3
O=C1OCC(CO)(CO)N=C1NNc1ccccc1[N+](=O)[O-]	-1	-9	-7	3	-10	13	1	-6	2	7
Cc1cccc(NC(=O)Nc2cccc(Oc3c(F)c(F)c(F)c(F)c3F)c2)c1	4	1	2	0	-1	2	7	1	4	12
O=[N+]([O-])c1ccc(N2CCN(S(=O)(=O)c3ccccc3)CC2)cc1NCC1CCCO1 (stereo not drawn)	7	1	5	-4	-1	-3	4	0	2	7
Cc1cc(C)nc(SCc2nc3ccccc3n2C)n1	1	-5	-4	-7	-6	3	3	-9	-5	7
O=c1oc2ccccc2cc1-c1csc(Nc2nc3c(F)cccc3s2)n1	-24	1	-11	-6	3	5	0	-2	-20	2
CCOC(=O)C(=CNc1cc(C)ccn1)C(=O)OCC	3	6	-35	6	3	15	5	-11	-2	0
COc1cc(C(O)c2nc(-c3cccc(NC(C)=O)c3)cs2)ccc1F (stereo not drawn)	-1	4	4	4	-9	4	2	2	2	-13
O=C(Nc1nc(-c2ccc3c(c2)OCCO3)cs1)c1ccco1	-23	2	1	-6	4	8	1	-1	-11	7
CN(C)c1ccc(C2/C(=C(/O)c3ccccc3)C(=O)C(=O)N2CCCC(=O)O)cc1 (stereo not drawn)	-10	-5	5	2	-1	8	5	0	-4	4

Further records follow:
SMILES	PLC-beta3 inh	Tn6 DDE FP	ADAM10 inh	SIAE primary	ASAP1 inh	TDP2 absorb	Tn7 DDE FP	ADAM17 inh	PLCg1 inh	ARFGAP1 inh
Cc1ccc(OCc2cc(C(=O)NCC(C)(C)N3CCOCC3)no2)cc1C	-4	-3	-8	4	13	10	0	-1	-2	-3
S=c1[nH]nc(-c2ccc(Cl)cc2)n1CCCN1CCOCC1	-1	-6	-12	-1	-1	-11	1	-9	-1	14
Cc1c(NC(=O)COC(=O)c2ccc(O)cc2)c(=O)n(-c2ccccc2)n1C	-7	4	-9	9	-23	1	-3	-6	-3	-2
COc1cc(C(=O)Oc2ccccc2OC(=O)c2cc(OC)c(OC)c(OC)c2)cc(OC)c1OC	6	1	-3	2	6	-4	-9	3	6	9
O=C(CSc1nc2ccccc2c(=O)n1Cc1ccco1)N1CCN(c2ccccc2)CC1	2	1	5	2	-10	-1	-2	1	-8	-7
O=S(=O)(NCc1ccc2c(c1)OCO2)c1ccc(F)cc1	-7	-1	8	-3	13	4	-9	0	1	13
COc1ccc(C2=NN(C(=S)Nc3ccccc3)C(c3ccccc3)C2)cc1 (stereo not drawn)	2	5	3	-1	-12	-9	3	-1	-2	14
COCCN(C(=O)c1ccccc1F)c1nnc(-c2ccc(OC)cc2)s1	-19	5	2	-5	8	-14	2	3	-4	2
COCCNC(=O)C1CCCN(c2nn3c(=O)cc(C)nc3s2)C1 (stereo not drawn)	2	9	0	0	3	6	0	0	3	10
O=C(NCCc1ccccc1)C1CCC(CNS(=O)(=O)c2cccc3cccnc23)CC1 (stereo not drawn)	-9	-6	-11	-3	-3	-9	4	-6	3	13
COc1ccc2nc(Cl)c(C=O)c(N3CCOCC3)c2c1	-25	-3	2	-15	-14	-17	-7	0	-14	16
O=C(CCn1c(=O)oc2ccccc21)Nc1cccc(Cl)c1	2	-1	-5	0	-14	0	-3	0	-1	-6
CCc1ccccc1NC(=O)CSc1nc2ccccc2n1CC(=O)N1CCCC1	2	1	14	0	3	-6	-2	-2	4	12
O=C(NCC1CCCO1)c1ccccc1NS(=O)(=O)c1ccc(F)cc1 (stereo not drawn)	-15	-2	-34	11	-7	11	4	-9	-9	-3
O=C(COc1ccccc1)NC(=S)Nc1cccc2c(O)cccc12	-14	-2	-29	25*	9	11	9	-5	-16	-1

Assay outcomes: PubChem BioAssay, The Scripps Research Institute Molecular Screening Center
